Screening data deposited in PubChem by Broad Institute.
RAD54 branch – RAD54 (human) branch migration inhibition; Q92698; RAD54 Holliday junction branch migration, FAM/BHQ fluorescence; inhibition, % at 10.4 µM; 0.14% of 360,000 active;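 active = mean normalized replicate activity at least 40 and at least half of replicates scoring 40 or more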;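 also: 0% = median of neutral control wells and 100% = median of positive control wells; inhibitors cause a drop in the FAM fluorescence signal; in these data hits start at about 50%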
F508del corr – correctors of CFTR F508del function in bronchial epithelial cells; activity (quench increase), % at 7.58 µM; 0.36% of 350,000 active; AID 720511; CFBE cells, YFP halide quenching; stimulated with forskolin plus potentiator P3; % fluorescence drop versus neutral controls;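 active = mean added fluorescence quench of at least 8% versus neutral control, with both replicates also reaching 8%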;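 also: cells transiently co-express mutant CFTR-F508del with the halide-sensitive YFP; corrector assay measuring rescue of mutant channel to the surface after 24 h compound exposure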
ERAP1 HTS inh – inhibitors of human ERAP1 aminopeptidase; recombinant ERAP1, Leu-AMC fluorescence, 60 min; AID 652197; Q9NZ08; 0.15% of 340,000 active; inhibition, % at 10.7 µM;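 active = mean replicate inhibition of at least 30%, or all replicates individually reaching that 30% level; inactive = mean below 30% and not every replicate reaching it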;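 also: 0% = neutral control wells and 100% = L-leucinethiol positive control wells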
ARNT TACC3 PPI – ARNT/TACC3 interaction disruption; Q9Y6A5; AlphaScreen His-ARNT PAS-B/GST-TACC3 binding, luminescence; TACC3 fragment carries E629A point mutation; inhibition, % at 9.99 µM; 0.66% of 390,000 active; AID 623870;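 active = mean inhibition of replicates at least 50% and at least half of replicates each reaching 50%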;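 also: 0% = complete ARNT plus TACC3 wells and 100% = ARNT alone without TACC3; many hits fall short of the cut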
INS-1E GSIS act – primary screen for activators of insulin secretion dependent on glucose, INS-1E cells, GLuc reporter luminescence | 0.61% of 370,000 active | INS-1E GLuc reporter insulin secretion, 2-3 h | activation, % at 16.6 µM;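 active = lowest replicate activation of at least 40%, so every replicate reaches that level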;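 also: 0% = median of neutral control wells and 100% = median of IBMX positive control wells; some compounds called inactive have numbers as strong as hits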
esBAF inh – inhibitors of esBAF chromatin remodeling in mouse ES cells; Bmi1-luciferase knock-in reporter, 24 h; 100% = twice the neutral-well signal; reporter increase, % at 12.5 µM; 2% of 350,000 active; AID 602393; in the data active = activation above about 40%;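 also: 0% = median of the plate's neutral control wells and 100% = double that signal; a rise in the Bmi1 reporter signal indicates esBAF inhibition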
RAD52 inh – blocks human RAD52 DNA annealing. recombinant RAD52 DNA annealing, FRET fluorescence. inhibition, % at 18.7 µM. 0.46% of 360,000 active;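 active = every replicate showing at least 50% inhibition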
Target sequence (P43351 whole entry, looked up): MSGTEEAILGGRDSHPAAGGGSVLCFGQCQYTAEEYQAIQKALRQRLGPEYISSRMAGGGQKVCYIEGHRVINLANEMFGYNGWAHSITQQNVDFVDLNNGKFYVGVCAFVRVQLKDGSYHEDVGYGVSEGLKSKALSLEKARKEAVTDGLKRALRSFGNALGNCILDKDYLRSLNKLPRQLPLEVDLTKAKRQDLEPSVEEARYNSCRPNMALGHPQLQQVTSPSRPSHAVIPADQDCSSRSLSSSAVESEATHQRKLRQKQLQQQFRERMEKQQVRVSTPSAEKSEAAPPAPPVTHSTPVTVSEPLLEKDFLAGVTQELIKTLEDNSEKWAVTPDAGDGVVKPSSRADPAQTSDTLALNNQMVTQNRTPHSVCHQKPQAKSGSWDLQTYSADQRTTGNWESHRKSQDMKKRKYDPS
XiGFP reactiv – reactivates the inactive X chromosome in mouse fibroblasts. XiGFP mouse fibroblasts, % GFP-positive cells imaging, 3 d; cells co-treated with 5-aza-dC sensitizer; scaled so ellipticine positive control = 100%. 0.055% of 360,000 active. activation, % at 7.58 µM;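 active = mean normalized replicate activation at least 10% and every replicate at or above 10%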;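 also: 0% = median of on-plate neutral control wells and 100% = ellipticine 6 µM median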
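Material: SV40-immortalized XiGFP fibroblast cells, line 68-5-11 | Buffer or medium: DMEM containing 5-aza-dC | Dosing: One concentration, pinned | Times: 3 d treatment, 15 min room-temperature fixation | Controls: Ellipticine 6 µM positive control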
* = called active by the depositor; / = no result given; & = joins results of further samples.

#	SMILES	RAD54 branch	F508del corr	ERAP1 HTS inh	ARNT TACC3 PPI
1	COc1cc(C(=O)NC2CC(C)CC(C)(C)C2)cc(OC)c1OC (stereo not given)	1	-0.4	1	/
2	NNC(=O)c1cc2c(N3CCC(Cc4ccccc4)CC3)ncnc2s1	/	5.4	3	0
3	Cc1ccc(-c2nn(-c3ccccc3)cc2C(=O)N2CCN(C3CCS(=O)(=O)C3)CC2)cc1 (stereo not given)	-7	-1.6	5	-1
4	O=C(C[C@H]1C[C@@H]2c3cc(NC(=O)CC4CC4)ccc3O[C@@H]2[C@H](CO)O1)NCc1ccc(Cl)cc1	-4	0.0	2	2
5	CC(C)NC(=O)Nc1ccc2c(c1)C(=O)N([C@@H](C)CO)C[C@@H](C)[C@@H](CN(C)Cc1ccc(C(F)(F)F)cc1)OCCCC[C@H](C)O2	3	1.3	2	1
6	COc1ccc(C(=O)NCCCCCCNC(=O)c2ccc(OC)cc2)cc1	0	-2.6	1	-18
7	COc1cc(/C=N/NC(=O)c2ccncc2)ccc1OCC(=O)Nc1ccc(C)c(C)c1	-3	-0.7	-2	-5
8	CCN1C(=NCCCOC(C)C)N[C@@H](CCc2ccccc2)[C@H](C(=O)NCCCOC(C)C)[C@H]1C	-11	2.8	0	5
9	COc1cc(/C=C2/SC(=O)NC2=O)ccc1OC(=O)c1ccco1	-12	-0.8	1	-5
10	NS(=O)(=O)c1ccc(NC(=O)COC(=O)COc2ccccc2)cc1	/	2.8	-3	-2
11	CCCN1CCN(C(=S)Nc2ccc([N+](=O)[O-])cc2)CC1	1	/	/	6
12	COc1ccc(CN2C(=NC(=O)C3CCCCC3)SC3CS(=O)(=O)CC32)cc1 (stereo not given)	4	-1.7	1	-16

#	INS-1E GSIS act	esBAF inh	RAD52 inh	XiGFP reactiv
1	6	-1	-3	0.0
2	10	/	-32	0.2
3	17	1	-11	-0.1
4	7	2	10	0.6
5	-26	-3	-11	0.1
6	-12	21	-11	0.1
7	1	6	-6	0.1
8	-11	-18	-38	0.0
9	-16	11	-9	-0.1
10	-5	/	-8	0.1
11	1	/	/	-0.1
12	-1	7	-1	-0.1

Next section
#	SMILES	RAD54 branch	F508del corr	ERAP1 HTS inh	ARNT TACC3 PPI
13	CCN1C[C@@H]2[C@@H]3C(=O)N(Cc4ccccc4)C(=O)[C@@H]3[C@](CC)(C1=O)N2C(=O)c1ccc(C(F)(F)F)cc1	3	2.5	3	2
14	Cc1c(Cl)c([N+](=O)[O-])nn1CC(=O)NC12CC3CC(CC(C3)C1)C2	0	/	/	1
15	O=C(CS(=O)(=O)c1cn(CC(=O)N2CCOCC2)c2ccccc12)NCc1ccc(F)cc1	-5	0.2	-5	-4
16	COCC(=O)N(C)C[C@H]1Oc2cc(-c3cccnc3)ccc2S(=O)(=O)N([C@H](C)CO)C[C@@H]1C	7	0.5	-1	-10
17	CC(C)NC(=O)Cn1cc(C(=O)C(=O)N2CCOCC2)c2ccccc21	-17	2.9	-3	-16
18	C=CCNC(=O)NC(=O)CN1C(=O)NC(c2ccccc2)(c2ccccc2)C1=O	0	-2.3	1	-4
19	O=c1c(O)c(-c2cccs2)oc2ccc(Cl)cc12	-13	53*	-3	-4
20	Cc1ccccc1NC(=O)Nc1ccc2c(c1)C(=O)N(C)[C@@H]1CC[C@@H](CC(=O)O)O[C@@H]1CO2	-6	-0.7	/	-2
21	Cc1cc(C)c2nc(Nc3nc(CSc4nc5ccccc5[nH]4)cc(=O)[nH]3)nc(C)c2c1	/	-0.9	/	10
22	CCCC#Cc1cnc2c(c1)C(=O)N([C@@H](C)CO)C[C@@H](C)[C@@H](CN(C)C(=O)C1CCOCC1)O2	-9	-0.3	-1	-2
23	CCCN=C1N(CC)C[C@@H]2[C@@H]3C(=O)N(Cc4ccccc4)C(=O)[C@@H]3[C@](C)(C(=O)OC)N12	1	-3.9	2	-2
24	COc1cccc(-c2ccc([C@H]3[C@H](CO)N(C(=O)C4CC4)C34CN(C(C)=O)C4)cc2)c1	/	-1.3	-1	/

#	INS-1E GSIS act	esBAF inh	RAD52 inh	XiGFP reactiv
13	-8	2	-5	-0.1
14	-26	-1	/	/
15	/	-12	-23	-0.1
16	9	-3	11	-1.2
17	5	7	-2	0.5
18	-17	-3	-17	0.1
19	12	10	-314	/
20	7	-3	/	0.4
21	14	/	-1	/
22	-1	3	8	-0.8
23	-2	1	-8	0.3
24	8	/	-21	0.0

(next part)
#	SMILES	RAD54 branch	F508del corr	ERAP1 HTS inh	ARNT TACC3 PPI
25	Cc1nonc1OCCN1CCN(c2ccc([N+](=O)[O-])cc2)CC1	/	0.3	/	-7
26	CNC[C@H]1Oc2cc(-c3cccc(C(=O)N(C)C)c3)ccc2S(=O)(=O)N([C@H](C)CO)C[C@@H]1C	-9	-1.8	4	0
27	CNC(=O)CC1C(=O)N(c2ccc(F)cc2)C(=S)N1NC(=O)c1ccc(Br)cc1 (stereo not given)	0	-1.8	-2	-7
28	CN(C)c1ccc(C2Nc3ccccc3C(=O)N2NS(=O)(=O)c2ccccc2)cc1 (stereo not given)	/	-2.2	0	-4
29	CCCCCCCNC(=O)C1(CC2CC(c3cccc(Br)c3)=NO2)CCN(C(=O)CCCCCBr)CC1 (stereo not given)	12	0.7	-1	4
30	CCN(CC(=O)Nc1ccc2c(c1)OCCO2)C(=O)/C=C/c1ccc([N+](=O)[O-])cc1	13	-2.8	-1	/
31	COCc1cn(CC[C@@H]2CC[C@@H](NC(=O)Cc3cccnc3)[C@@H](CO)O2)nn1	6	-3.2	1	-3
32	COCC(=O)Nc1ccc2c(c1)[C@H]1C[C@H](CC(=O)NCc3cccnc3)O[C@H](CO)[C@H]1O2	-13	1.6	-1	4
33	CC1CCCCC1NC(=O)COCc1cc(-c2cccs2)on1 (stereo not given)	0	1.1	3	-3
34	COc1ccccc1NC(=O)c1c(N=Cc2c(O)ccc3ccccc23)cnn1C	/	7.4	-2	10
35	CCN(CC)CCn1c2c(c(SCC(=O)Nc3ccc(C)c(F)c3)nc1=O)CCC2	8	2.6	4	/
36	CC1CCCC(NC(=O)c2cc(S(=O)(=O)N3CCCCC3)c[nH]2)C1C (stereo not given)	3	-1.0	6	/

#	INS-1E GSIS act	esBAF inh	RAD52 inh	XiGFP reactiv
25	-10	/	-11	0.2
26	6	-9	-47	-1.1
27	-12	-3	-11	0.2
28	23	/	-10	0.0
29	18	6	-3	0.0
30	-12	-4	-8	-0.1
31	7	-1	-6	0.9
32	14	-4	-3	0.3
33	-1	-1	-6	0.0
34	25	/	-30	-0.3
35	8	-3	-13	0.1
36	-16	13	-15	0.0

(cont.)
#	SMILES	RAD54 branch	F508del corr	ERAP1 HTS inh	ARNT TACC3 PPI
37	CN(C)c1nc2c(c(=O)n(C)c(=O)n2C)n1CC(=O)c1cccs1	/	2.2	4	-6
38	CO[C@@H]1CN(C)C(=O)c2cc(NC(=O)C3CC3)ccc2OC[C@@H](C)N(C(=O)c2ccccc2F)C[C@H]1C	0	-0.7	5	5
39	Cc1cc(S(=O)(=O)c2ccc(Cl)cc2)nc(S(=O)(=O)c2ccc(Cl)cc2)c1C#N	7	-2.0	-6	/
40	O=C(/C=C/c1ccc(Br)cc1)N1CCN(Cc2ccccc2)CC1	/	0.2	/	0
41	COC(=O)c1ccccc1S(=O)(=O)N1CCC(C(=O)OCc2cccc(OC)c2OC)CC1	/	1.5	-3	-1
42	CCCOc1ccc(F)cc1-c1cc(C(=O)Nc2ccccc2)[nH]n1	-23	-2.5	-1	/
43	C[C@@H]1CN([C@H](C)CO)C(=O)c2cc(NC(=O)Cc3ccccc3)ccc2O[C@@H](C)CCCCO[C@H]1CN(C)C(=O)CCC(F)(F)F	-10	1.8	0	-6
44	CCCc1cc(-c2n[nH]c(=S)n2CC)cs1	/	-0.6	1	-1
45	CCC(=O)N(C)C[C@H]1Oc2cc(C#CC3CCCCC3)ccc2S(=O)(=O)N([C@@H](C)CO)C[C@H]1C	3	0.1	-5	-1
46	CCCN(C)C[C@@H]1Oc2ncc(Br)cc2C(=O)N([C@@H](C)CO)C[C@H]1C	-2&-1	-0.1&0.4	0	6
47	CC=Cc1ccc2n(c1=O)C[C@H]1[C@H](CO)[C@@H](C(=O)N[C@H](C)c3ccccc3)[C@@H]2N1Cc1ccccc1 (mixture of isomers)	/	0.7	1	/
48	COc1cc(NCCCn2cnc3c(OCc4ccccc4)ncnc32)cc(OC)c1OC	13	5.6	0	4

#	INS-1E GSIS act	esBAF inh	RAD52 inh	XiGFP reactiv
37	23	/	1	0.0
38	-10	1	-13	0.0
39	18	-78	-15	1.1
40	-1	/	-18	0.3
41	-12	/	-9	-0.1
42	5	11	-26	0.1
43	-19	4	-3	0.0
44	38	/	1	0.0
45	-9	-5	-8	0.0
46	-3&19	0&-1	-8&-3	0.1&-0.6
47	-20	/	-4	0.2
48	-1	3	-5	0.0

(next part)
#	SMILES	RAD54 branch	F508del corr	ERAP1 HTS inh	ARNT TACC3 PPI
49	COc1ccccc1NC(=O)N(C)C[C@@H]1Oc2ncc(C#CC(C)C)cc2C(=O)N([C@@H](C)CO)C[C@@H]1C	12	1.3	-1	2
50	O=C(Nc1ccc(SC(F)F)cc1)c1ccc2c(=O)n3c(nc2c1)CCC3	1	-1.8	-1	-10
51	CC(=O)Nc1ccc(NC(=O)COC(=O)Cc2c[nH]c3ccccc23)cc1	-7	/	/	-3
52	CCc1ccc(-n2cc(-c3ccc([N+](=O)[O-])cc3)[nH]c2=S)cc1	/	/	-1	-1
53	C[C@H](CO)N1C[C@H](C)[C@@H](CN(C)S(=O)(=O)c2ccccc2)OCCCC[C@H](C)Oc2ccc(NS(=O)(=O)c3cn(C)cn3)cc2C1=O	-1	0.1	1	-6
54	Cc1cc(Cl)ccc1OCC(=O)NN1C(=O)C2C3C=CC(C3)C2C1=O (stereo not given)	/	0.4	-4	-3
55	CCOC(=O)N1CCN(C(=O)C[C@@H]2C[C@@]3(C(=O)OC)CCCCC=C3N(Cc3ccc(Cl)cc3Cl)C2=O)CC1	/	1.4	-2	/
56	C(=N\N1CCOCC1)/c1ccsc1	-5	-1.5	-7	-5
57	COc1ccc(C(=O)COC(=O)c2ccc3c(c2)OCO3)c(OC)c1	0	-3.6	-2	2

#	INS-1E GSIS act	esBAF inh	RAD52 inh	XiGFP reactiv
49	-14	3	-4	-1.0
50	-2	87*	-3	-0.1
51	10	-3	/	-0.1
52	-7	/	-7	0.0
53	-7	1	3	0.2
54	-2	/	-1	0.0
55	-23	/	-6	0.3
56	7	1	-6	0.1
57	-1	16	-34	0.1
